Source: PubChem BioAssay
TNAP activators: stimulation of alkaline phosphatase TNAP activity – biochemical, luminescent, no phosphate acceptor, uHTS, primary screen (AID 1001). purified TNAP, luminescent activation assay, no phosphate acceptor; higher activation fold means a stronger effect. activation fold at 20 µM; hits with a dose series show EC50 in µM. 200,000 compounds, 0.03% hits; in the data active = activation fold from about 3, or a potency from the dose series; inactive = the rest, 99 in 100 with activation fold below about 1.6; note: many of its hits are not listed in these tables
K1F lysis inhibition: inhibition of K1F phage lysis, E. coli UTI89, bacterial capsule biogenesis inhibitors, alamar blue (AID 488966). one-dose inhibition, % at 100 µM; IC50 in µM for titrated hits. 340,000 compounds, 0.02% hits. E. coli UTI89 K1F phage lysis, alamar blue, 2 h; higher % means a stronger effect;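 active = phage lysis inhibition, versus mean bacterial control, above a set limit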;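 note: capsule biogenesis inhibitors block K1F phage lysis so surviving cells raise fluorescence; higher fluorescence means more inhibition of phage lysis; actives were called in the ten point dose series up to 300 µM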
Siah-1 displacement: Siah-1 peptide-binding antagonists, primary screen, biochemical, fluorescence polarization, rhodamine-plectin, uHTS (AID 1817); Siah-1 / rhodamine-plectin peptide fluorescence polarization; higher % means a stronger effect; one-dose displacement, % at 20 µM; IC50 in µM for titrated hits; 290,000 compounds, 0.02% hits;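 active = displacement of at least 50% at 20 µM, with a fluorescence ratio check between 0.3 and a set limit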;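 note: plate controls were Siah plus tracer with DMSO for no effect and tracer alone without Siah for full effect; strong numbers were not always called active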
P. falciparum M1AAP: malaria alanyl aminopeptidase activity blockers – biochemical, fluorogenic H-Leu-NHMec substrate, 1536-well (AID 1445) | inhibition, % at 30 µM; hits with a dose series show IC50 in µM | 220,000 compounds, 0.42% hits | recombinant M1AAP, H-Leu-NHMec fluorogenic kinetic assay; higher % means a stronger effect;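 active = primary inhibition above the hit cutoff, then over 50% inhibition at one or more dose response concentrations, cut at about 23% in these data, passing the limit was not always enough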;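 note: plate controls were DMSO full reaction for no effect and no enzyme background for full effect; strong numbers were not always called active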
PMI inhibitors: MPI enzyme activity inhibition – biochemical, fluorescence intensity, coupled assay, primary screen (AID 1209). purified PMI enzyme, coupled fluorescence intensity; higher % means a stronger effect. inhibition, % at 20 µM; hits with a dose series show IC50 in µM. 190,000 compounds, 0.42% hits;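 note: plate controls were DMSO vehicle for no effect and wells lacking substrate for full effect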
XIAP displacement: small molecules displacing peptide from XIAP – biochemical, IAP family, fluorescence polarization (AID 1018); XIAP BIR domain, fluorescence polarization peptide displacement; higher % means a stronger effect; one-dose displacement, % at 20 µM; IC50 in µM for titrated hits; 200,000 compounds, 0.007% hits; in the data active = displacement above about 50%; note: a part of the inactive calls stands beside numbers as strong as those of hits
Lipid droplet: hepatic lipid droplet formation modulation; AML12 mouse hepatocytes, oleate lipid droplets, BODIPY imaging; inhibition, % at 6.5 µM; 240,000 compounds, 0.4% hits; AID 1656;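 active = lipid droplet intensity inhibited by at least 50%, with more than 500 cells counted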
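Technique: fluorescence imaging, 20x objective, two fields per well / Assay system: AML12 hepatocytes (mouse) / Measure: % inhibition of lipid droplet signal / Doses: 6.5 µM single-point dosing / Incubation: overnight exposure / Reagent: 100 µM oleic acid challenge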
human PMI inhibitors: MPI inhibition at elevated mannose 6-phosphate – biochemical, fluorescence intensity, high mannose 6-phosphate, primary screen (AID 1220); recombinant PMI enzyme, coupled fluorescence intensity; higher % means a stronger effect; one-dose inhibition, % at 20 µM; IC50 in µM for titrated hits; 190,000 compounds, 0.66% hits
P. falciparum M17LAP: P. falciparum M17LAP inhibitors, primary screen, biochemical, fluorogenic H-Leu-NHMec substrate, 1536-well (AID 1619). recombinant M17LAP, H-Leu-NHMec fluorogenic kinetic assay; higher % means a stronger effect. inhibition, % at 30 µM, or IC50 in µM where a hit was titrated. 220,000 compounds, 0.38% hits;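 active = compound inhibiting the enzyme by more than half at any dose during confirmatory dose-response retesting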;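 note: plate controls were full reaction with DMSO carrier for no effect and no enzyme background for full effect; strong numbers were not always called active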
Lipid droplet cells 6.5 µM: second read-out of Lipid droplet, no call of its own (marks repeat the call); cell count; measured here: cell count, cytotoxicity flag;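 cells counted across two imaged fields per well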
* hit, by the source's call; / = not tested or not shown; [ ] = remark or other dose. Cut-off read from the data, not from the text of the source, unless noted: active = inhibition above about 50%; inactive = the rest.

Screens in order: TNAP activators	K1F lysis inhibition	Siah-1 displacement	P. falciparum M1AAP	PMI inhibitors	XIAP displacement	Lipid droplet	Lipid droplet cells 6.5 µM	human PMI inhibitors	P. falciparum M17LAP
- CC12CCC(C(=O)N(CC(O)CN3CCN(Cc4ccccc4)CC3)C1=O)C2(C)C (stereo not given)
→ /	/	5%	9%	/	/	10	648	/	10%
- CCCCc1c(C)nc2c(OC)cccc2c1SCCC(=O)O
→ 1	1.0%	-1%	-2%	-44%	-7.3%	0	675	-34%	0%
- Cc1cc(C)cc(C(=O)NC(=S)Nc2ccc(-c3cc4ccccc4oc3=O)cc2)c1
→ 1.1	2.7%	16%	3%	11%	-2.5%	1	642	-1%	19%
- COCCNC(=O)c1ccccc1NC(=O)CN(c1ccc2c(c1)OCO2)S(C)(=O)=O
→ 1.1	0.4%	6%	1%	5%	-0.3%	-1	726	2%	4%
- O=C(NCCN1CCOCC1)c1ccccc1-c1ccccc1
→ 1	5.7%	-2%	2%	3%	-7.3%	11	776	-3%	-13%
- C=CCN1C(=O)C(CC(=O)O)SC1=Nc1ccc(N=Nc2ccccc2)cc1 (stereo not given)
→ 1	0.1%	-1%	3%	-22%	-4.7%	10	702	-7%	13%
- COc1cc(Br)c(Br)c(Br)c1N
→ /	0.6%	4%	-6%	/	/	-17	680	/	-4%
- Cc1ccccc1C(=O)NC(=S)Nc1ccc(N2CCOCC2)cc1
→ 1	0.1%	2%	8%	7%	-4.6%	-7	646	4%	21%
- CCc1sc(NS(C)(=O)=O)nc1-c1ccccc1
→ 1.1	0.5%	2%	10%	7%	-3.9%	/	/	7%	17%
- COc1cccc(C(=O)NC(=S)Nc2ccc3c4c(cccc24)CC3)c1
→ 1.1	-0.7%[50 µM]	1%	4%	21%	-3.3%	/	/	24%	2%
- CCOc1ccc2nc(-c3ccccc3)[nH]c2c1
→ 1.1	-0.1%	-3%	4%	11%	-1.7%	/	/	14%	-4%
- Cc1noc(C)c1S(=O)(=O)Nc1ccc(C(=O)N2CCN(c3cccc(Cl)c3)CC2)cc1
→ 1	-0.2%	-2%	11%	5%	-2.7%	18	797	4%	-5%
- Cc1ccc(Oc2ccccc2)c(NC=O)c1
→ 1.1	0.6%[50 µM]	-1%	-3%	-1%	2.3%	/	/	7%	-9%
- Cc1ccc2c3c(c(SCC(=O)Nc4nccs4)nc2c1)CCCC3
→ 1.1	/	1%	-4%	-1%	-7.4%	/	/	4%	-2%
- Cc1nnsc1C(=O)NCc1c(F)cccc1Cl
→ /	-1.3%[50 µM]	2%	10%	/	/	11	835	/	-3%
- CCOC(=O)c1c(C)[nH]c(C(=O)OCC(=O)NC(C)C)c1C
→ 1.1	-0.7%	-2%	3%	2%	-2.1%	-10	763	0%	6%
- O=c1cc(CO)occ1OCc1cccc(F)c1
→ 1.1	0.8%	2%	0%	0%	-4.9%	/	/	-2%	-6%
- Cc1nn(CCc2n[nH]c(=S)n2-c2ccc(F)cc2)c(C)c1[N+](=O)[O-]
→ 0.9	-0.7%	2%	5%	-1%	-4.5%	-1	760	6%	-15%
- O=C(Oc1ccccc1)c1cccnc1Oc1ccccc1
→ /	0.6%	1%	-1%	/	/	17	713	/	7%
- Nc1nc2nn(-c3ccccc3)nc2c(=O)[nH]1
→ /	0.1%	7%	7%	/	/	30	720	/	-10%
- CCOc1ccccc1OCC(=O)NNC(=O)Cn1cnc2c1c(=O)n(C)c(=O)n2C
→ 1.7	0.5%	-8%	5%	-2%	-2.8%	-7	689	-3%	-2%
- CCC(c1nnnn1Cc1ccccc1)N1CCN(C(=O)c2ccco2)CC1 (stereo not given)
→ 1	0.0%	-6%	-1%	10%	-19%	/	/	11%	-7%
- Cc1ccsc1C(=O)N1CC(=O)Nc2ccccc21
→ 1.1	0.1%	-1%	1%	4%	0.5%	/	/	8%	0%
- O=C(CSc1ccccc1)NC1=NCCS1
→ /	0.0%	14%	3%	/	/	-1	676	/	-2%
- CCOC(=O)C1CCCN(c2cc(NCCCO)c([N+](=O)[O-])c3nonc23)C1 (stereo not given)
→ 1	/	6%	12%	33%	-7.7%	-1	643	55%*	9%
- O=C(NCCCN1CCOCC1)C1Cc2c(ccc3ccccc23)O1 (stereo not given)
→ 1.1	0.3%	-7%	5%	-11%	-0.2%	/	/	-6%	-6%
- Cc1cc(C)c2nc(SCC(=O)N3CC(=O)Nc4ccccc43)c(C#N)cc2c1
→ 1.1	0.5%	14%	9%	-6%	-3.7%	163*	301*	3%	2%
- Cc1ccc(N=C(NOCc2ccc(Cl)cc2Cl)c2nonc2N)c(C)c1
→ 1.2	-0.1%	0%	2%	7%	-1.0%	/	/	11%	10%
- O=C(N/N=C/c1cccs1)c1cncc(Br)c1
→ 0.8	0.2%	-6%	19%	2%	-5.2%	-2	713	3%	17%
- Nc1nc(C23CC4CC(CC(C4)C2)C3)[nH]c(=O)n1
→ /	0.1%	0%	5%	/	/	-3	754	/	-6%
- COc1ccc2c(c1)nc(SCC(O)c1ccccc1)n2C (stereo not given)
→ 1	0.1%	0%	-2%	3%	10%	2	620	-2%	-8%
- CCn1c(SCC(=O)Nc2cc(C)on2)nnc1-c1cccnc1
→ 1	-0.3%	1%	4%	-7%	1.6%	/	/	-10%	-11%
- CCn1c(CSCc2ccc(Cl)cc2)n[nH]c1=S
→ 1.9	0.8%	-1%	-1%	-7%	-9.5%	17	723	-11%	1%
- Cc1cc(C[n+]2cc(Cl)ccc2N)c2ncccc2c1
→ /	0.0%	2%	4%	/	/	-1	768	/	5%
- Cc1cccc(-n2nnc3c(=O)n(Cc4ccccn4)cnc32)c1
→ 1.1	0.3%	-4%	-1%	8%	-9.5%	8	733	16%	4%
- CCc1ccc2nc(NC(=O)CCCc3cccs3)sc2c1
→ 1.1	-0.2%	-4%	7%	1%	-2.6%	4	819	-4%	1%
- O=C(CCCN1C(=O)c2cccc3cccc(c23)C1=O)N1CCN(c2ccccc2)CC1
→ 1.1	-4.1%	-6%	13%	-6%	-13%	0	549	-16%	12%
- Cc1c(S(=O)(=O)N2CCN(C(c3ccccc3)c3ccccc3)CC2)c(=O)n(C)c(=O)n1C
→ 1	5.6%	-2%	0%	17%	-9.1%	-2	654	12%	-1%
- CCCOC(=O)CSC1=C(C#N)C(c2ccc3c(c2)OCO3)CC(=O)N1 (stereo not given)
→ 1.1	0.1%	-4%	5%	-7%	0.2%	/	/	14%	-1%
- Cc1ccsc1C(=O)OCC(=O)N1CCOCC1
→ 1	-0.8%	-8%	-4%	10%	-5.6%	/	/	10%	12%
- COc1ccc(-n2nnc3c(=O)n(CC(=O)N4CCCCC4)cnc32)cc1
→ 1	-0.5%	1%	/	-3%	-7.5%	-8	648	-3%	/
- O=C(NCc1ccco1)C(C(=O)c1ccccc1)n1ccccc1=O (stereo not given)
→ 1.1	1.5%	3%	10%	-4%	-8.8%	/	/	1%	10%
- O=C(Nc1ccc2c(c1)OCCO2)C1CCCN(S(=O)(=O)Cc2ccccc2)C1 (stereo not given)
→ 1	2.7%	-1%	-2%	1%	-3.4%	-8	759	-2%	-7%
- CCn1nc(C(=O)OCC(=O)NCC(C)C)c2ccccc2c1=O
→ 1.1	2.6%	10%	-1%	-2%	-4.5%	-14	637	-4%	-1%
- Cc1cc(NC(=O)COC(=O)CCNS(=O)(=O)c2cccc(C(F)(F)F)c2)no1
→ 1.1	0.3%	47%	0%	0%	-0.4%	14	718	2%	0%
- O=c1oc2cc(Oc3ccc(C(F)(F)F)cc3[N+](=O)[O-])ccc2c2c1CCCC2
→ 1	0.9%	1%	3%	-9%	-1.9%	-19	720	-10%	-2%
- O=c1oc(-c2cccc(C(F)(F)F)c2)nn1-c1ccc(C(F)(F)F)cn1
→ /	0.2%	4%	7%	/	/	-9	690	/	7%
- S=C(Nc1ccccc1)Nc1cccc(Br)c1
→ 1	0.8%	-1%	-5%	2%	-3.5%	-13	676	1%	4%
- Cc1ccc(-c2nnc(Sc3nc4ccccc4o3)c3ccccc23)cc1
→ 1	1.0%	-4%	7%	19%	-5.9%	15	713	13%	2%
- Cc1cc(C(=O)Nc2cc(C)n(Cc3ccc(Cl)cc3)n2)no1
→ 1.1	0.8%	-1%	6%	-5%	-2.7%	-3	717	-4%	1%

Nothing new here: 7 of the compounds above.
Screens in order: TNAP activators	K1F lysis inhibition	Siah-1 displacement	P. falciparum M1AAP	PMI inhibitors	XIAP displacement	Lipid droplet	Lipid droplet cells 6.5 µM	human PMI inhibitors	P. falciparum M17LAP
- CCn1nc(C(=O)OCC(=O)NCC(C)C)c2ccccc2c1=O
→ 1.1	2.6%	10%	-1%	-2%	-4.5%	-14	637	-4%	-1%
- Cc1cc(NC(=O)COC(=O)CCNS(=O)(=O)c2cccc(C(F)(F)F)c2)no1
→ 1.1	0.3%	47%	0%	0%	-0.4%	14	718	2%	0%
- O=c1oc2cc(Oc3ccc(C(F)(F)F)cc3[N+](=O)[O-])ccc2c2c1CCCC2
→ 1	0.9%	1%	3%	-9%	-1.9%	-19	720	-10%	-2%
- O=c1oc(-c2cccc(C(F)(F)F)c2)nn1-c1ccc(C(F)(F)F)cn1
→ /	0.2%	4%	7%	/	/	-9	690	/	7%
- S=C(Nc1ccccc1)Nc1cccc(Br)c1
→ 1	0.8%	-1%	-5%	2%	-3.5%	-13	676	1%	4%
- Cc1ccc(-c2nnc(Sc3nc4ccccc4o3)c3ccccc23)cc1
→ 1	1.0%	-4%	7%	19%	-5.9%	15	713	13%	2%
- Cc1cc(C(=O)Nc2cc(C)n(Cc3ccc(Cl)cc3)n2)no1
→ 1.1	0.8%	-1%	6%	-5%	-2.7%	-3	717	-4%	1%
